# Screening results (PubChem BioAssay)
# PV pol inh = poliovirus RNA polymerase inhibition | poliovirus polymerase elongation, fluorescence polarization; stronger effect = lower value | 0.66% of 150,000 active | % elongation, % (compound at 16.7 µg/mL) | P03300; in the data active means % elongation below about 90%; further: some results filed as inactive read as strong as hits
# Target sequence (P03300 1749-2209 limits assumed): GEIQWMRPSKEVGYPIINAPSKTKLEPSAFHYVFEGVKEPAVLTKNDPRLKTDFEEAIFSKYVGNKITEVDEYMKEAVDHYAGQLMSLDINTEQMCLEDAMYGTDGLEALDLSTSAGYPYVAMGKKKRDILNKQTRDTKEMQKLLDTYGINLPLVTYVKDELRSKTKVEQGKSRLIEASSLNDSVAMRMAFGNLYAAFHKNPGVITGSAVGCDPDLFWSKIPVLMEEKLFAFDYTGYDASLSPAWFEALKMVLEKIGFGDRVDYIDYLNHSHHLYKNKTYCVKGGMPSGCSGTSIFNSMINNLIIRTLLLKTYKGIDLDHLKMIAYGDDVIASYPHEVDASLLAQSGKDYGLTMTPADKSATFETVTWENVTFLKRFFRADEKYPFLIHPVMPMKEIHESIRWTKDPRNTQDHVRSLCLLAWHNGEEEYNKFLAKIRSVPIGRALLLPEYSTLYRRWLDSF
# PV pol inh FP z-score = also measured in PV pol inh; calls as there; z-score; measured here: FP z-score; hits read low
# * hit, by the source's call.
Compound,PV pol inh,PV pol inh FP z-score
O=C(NCc1ccccc1)c1cccc2c1C(=O)N(C1CCCCC1)C2,98,-1.8
O=S(=O)(c1ccccc1C(F)(F)F)N1CCN(S(=O)(=O)c2ccccc2C(F)(F)F)CC1,101,0.2
Cc1ccc(NC(=O)c2c(C)oc3c2C2=NCCN2C=N3)cc1F,102,-1
C=CCn1c(Cc2nc3ccccc3[nH]2)n[nH]c1=S,100,-0.1
Brc1ccccc1OCc1nc2ccccc2[nH]1,108,0.6
Cc1ccc(N2CCN(c3nc4ccc(C)cc4n4nnnc34)CC2)c(C)c1,115,1.3
Cc1ccc(C(=O)n2nc(C)c(S(=O)(=O)N3CCOCC3)c2C)cc1C,100,-1.5
COc1cc(-c2nnc(SCC(=O)NC(=O)c3ccc(C(C)(C)C)cc3)o2)cc(OC)c1OC,98,-0.4

Compound,PV pol inh,PV pol inh FP z-score
CC(C)CNC(=O)c1ccc(CN2CCOCC2)cc1,102,0
CCCCN(CC)CCNC(=O)c1cc2c(-c3ccc(Cl)cc3)nn(C)c2s1,92,-2.2
Cc1ccc(N2CC(C(=O)OCC(=O)c3ccc[nH]3)CC2=O)cc1 (stereo not drawn),107,0.6
CCCn1c(=O)c(C#N)cn(-c2ccccc2C)c1=O,100,-0.3
CCOC(=O)c1c(NC(=O)CN(CC)CC)sc2c1CCC/C2=N\O,104,1
CCc1ccc(NC(=O)C23CC4CC(CC(C4)C2)C3)cc1,100,-0.2
CCc1cccc(NC(=O)C(Cc2ccccc2)NS(=O)(=O)c2ccc3c(c2)oc(=O)n3C)c1 (stereo not drawn),107,-0.1
CC1=C(C(=O)Nc2ccccc2)C(C(C)C)n2nc(SCc3ccccc3C)nc2N1 (stereo not drawn),112,0.1

Compound,PV pol inh,PV pol inh FP z-score
CC(C)(C)/C=N/NC(=O)c1nc(-c2ccc(C(C)(C)C)cc2)no1,100,-0.3
O=C(Cc1ccc(NC(=O)N2CCCCc3ccccc32)cc1)Nc1ccccc1Br,102,-0.3
CCOc1ccc(C2N3CC4(C(C)C)CN2CC(C(C)C)(C3)C4=O)cc1OC (stereo not drawn),110,0.9
CCN(C(=O)CSc1nc2ccccc2c2nc(CCn3c(C)nc4ccccc43)nn12)c1cccc(C)c1,115,2.1
Cc1cc(C)n(CCc2nc3c4ccccc4nc(NCCC(C)C)n3n2)n1,99,-1.3
Nc1ccc(Br)cc1C(O)c1ccccc1Cl (stereo not drawn),100,-0.5
COc1ccc2oc(-c3ccc(C)c(NC(=O)c4sc5ccccc5c4Cl)c3)nc2c1,102,-0.4
COc1ccc(OCCCCn2c(-c3ccc(Cl)cc3)nc3ccccc3c2=O)cc1,103,-0.5

# An excerpt of these results, with each value named.
> CCOc1ccc(C2N3CC4(C(C)C)CN2CC(C(C)C)(C3)C4=O)cc1OC (stereo not drawn)
  PV pol inh = 110	PV pol inh FP z-score = 0.9
> Nc1ccc(Br)cc1C(O)c1ccccc1Cl (stereo not drawn)
  PV pol inh = 100	PV pol inh FP z-score = -0.5
> O=C(Cc1ccc(NC(=O)N2CCCCc3ccccc32)cc1)Nc1ccccc1Br
  PV pol inh = 102	PV pol inh FP z-score = -0.3
> Cc1cc(C)n(CCc2nc3c4ccccc4nc(NCCC(C)C)n3n2)n1
  PV pol inh = 99	PV pol inh FP z-score = -1.3

# (listing goes on)
Compound,PV pol inh,PV pol inh FP z-score
COc1ccc(NC(=O)c2sc3nc4c(c(-c5ccc(OC)cc5)c3c2N)C(=O)CC(C)(C)C4)cc1,108,1
CC(NS(=O)(=O)N(C)C)c1ccccc1 (stereo not drawn),106,0.4
CCNc1nc(NCC)n2c(SCC(=O)/C=C3/N(C)c4ccccc4C3(C)C)nnc2n1,102,0.2
C/C=C/C(=O)Nc1ccc(-c2nc3ccc(C)cc3s2)cc1,101,-0.2
CC(=O)N1CCCC1c1nc2ccccc2n1Cc1cccc(C)c1 (stereo not drawn),112,1
C=CCN1C(=O)C(Cc2cccc(Cl)c2)SC1=Nc1ccc(C(=O)O)cc1 (stereo not drawn),103,0.3
COc1ccc(CC(=O)NN2CCN(c3ccccc3)CC2)cc1,102,-0.1
Cc1nc2cc(CO)ccc2s1,105,0.3

Compound,PV pol inh,PV pol inh FP z-score
O=S(=O)(c1ccccc1)c1cnc2cc3c(cc2c1N1CCCCC1)OCCO3,105,0.9
Cc1noc(C)c1C(=O)O/N=C(/c1cccs1)C(C)(C)C,102,0.3
CC1=NNC(=O)C1CCc1ccncc1 (stereo not drawn),102,0.1
COc1ccc(-c2nc(SCC(=O)Nc3ccc4c(c3)OCO4)c(-c3ccccc3)[nH]2)cc1,107,-1.5
COc1cc(C(=O)OCc2nnc(-c3ccccc3)o2)ccc1OCC(=O)Nc1ccc(F)cc1,101,-0.1
Cc1ccc(-n2ncc(C(=O)N3CCN(c4ccccn4)CC3)c2C2CCN(C(=O)OC(C)(C)C)CC2)cc1C,101,-1
Cc1cc(OCC(=O)N2CCOCC2)ccc1NC(=O)C1CCCCC1,100,-0.3
CC12CC3CC(C1)CC(NC(=O)c1ccc(Cl)cc1Cl)(C3)C2,105,0.7

Compound,PV pol inh,PV pol inh FP z-score
Cc1cc(N)nc2nc(C(F)(F)F)nn12,99,-0.8
Cc1cc(C)c2c(N)c(C(=O)Nc3ccccc3)sc2n1,103,0.3
Cc1nc(C)c(-c2csc(NCc3ccccc3)n2)s1,101,0
COc1ccccc1C(=O)Nc1cccc(C(=O)OCc2cc(=O)n3c4c(sc3n2)CCCC4)c1,99,-1.8
O=C(CSc1nnc(CN2CCCCCC2=O)n1-c1ccccn1)c1ccccc1,106,0.5
Cc1cc(S(=O)(=O)NCC(C)C)ccc1OCC(N)=O,100,0.1
CCCCCOc1ccc(C(=O)/C=C/C(=O)O)cc1,96,-0.6
CC(C)(C)c1ccc(C(=O)Nn2cnc3c(cnn3C(C)(C)C)c2=O)cc1,104,0.2

Compound,PV pol inh,PV pol inh FP z-score
O=C(NC1CCN(Cc2cccc3ccccc23)CC1)c1ccccc1,102,-0.1
CC(=O)N/N=C/c1c(C)[nH]n(-c2ccccc2)c1=O,101,0
CCc1cccc(NC(=O)C2CCCN(S(=O)(=O)c3cccnc3)C2)c1 (stereo not drawn),102,0.1
CCN(CC)CCCNC(=O)Cn1nc(C)n2c(cc3sccc32)c1=O,103,-1
CS(=O)(=O)N1CCN=C1SCc1ccccc1,103,0.3
COC(=O)c1c(-c2cccs2)csc1NC(=O)CN1CCOCC1,99,-0.4
CCn1cc(CN(C)C(=S)Nc2sc3c(c2C(=O)OC)CCC(C)C3)c(C)n1 (stereo not drawn),101,0.2
Cc1ccc2c(c1)-c1c(cnc3cc(-c4ccccc4)nn13)CO2,107,0.8

Compound,PV pol inh,PV pol inh FP z-score
O=C(O)c1ccc(-c2ccc(F)cc2)s1,99,-0.4
CCc1ccc2c(c1)c1n[nH]c(=S)nc1n2C,102,0.3
CCCCOc1ccccc1C(=O)N(Cc1sccc1C)C1CCS(=O)(=O)C1 (stereo not drawn),120,0.4
N#CCCOC1(C#CCN2CCCC2)CCCCC1,100,0.1
O=C(c1ccc2c(c1)OCCO2)N(Cc1cccnc1)c1nc2c(Cl)cccc2s1,100,-1.7
COc1c2c(c(CSc3nnnn3-c3ccccc3)c(OC)c1OC)C(=O)OC2,98,-0.5
Oc1ccccc1C=Nc1ccccc1C(F)(F)F,99,-0.5
COc1ccc(CNC(=O)c2cccn2-c2nnc(N3CCCC3)s2)c(OC)c1,106,-0.2

# Full records, quoted from the list.
# Results for CCOC(=O)c1c(NC(=O)CN(CC)CC)sc2c1CCC/C2=N\O = PV pol inh: 104; PV pol inh FP z-score: 1
# Results for C=CCN1C(=O)C(Cc2cccc(Cl)c2)SC1=Nc1ccc(C(=O)O)cc1 (stereo not drawn) = PV pol inh: 103; PV pol inh FP z-score: 0.3
# Results for N#CCCOC1(C#CCN2CCCC2)CCCCC1 = PV pol inh: 100; PV pol inh FP z-score: 0.1

# New compounds follow.
# Each structure is followed by: PV pol inh	PV pol inh FP z-score
O=C(/C=C/c1ccc2c(c1)OCO2)Nc1ccc(S(=O)(=O)N2CCCCC2c2cccnc2)cc1 (stereo not drawn)
→ 100	-0.3
CCn1c2ccc(C)cc2c2nc(C)sc21
→ 99	-0.7
CCCCN(C(C)C)S(=O)(=O)c1ccc(C)cc1
→ 102	-0.2
O=c1oc2c3c(ccc2c2c1CCCC2)OCN(CCc1ccccc1)C3
→ 102	-0.1
COCC(=O)N(Cc1cc2cccc(C)c2[nH]c1=O)c1ccccc1
→ 103	-0.1
COC(=O)C1CCN(S(=O)(=O)c2cc3c4c(c2)C(C)C(=O)N4CCC3)CC1 (stereo not drawn)
→ 106	-0.2
CCc1ccc(OCC(O)CN2CCN(CC)CC2)cc1 (stereo not drawn)
→ 95	-0.4
CCOC(=O)c1c(N(C(C)=O)C(C)=O)n(CCCOC)c2nc3ccccc3nc12
→ 103	-0.4
CCn1c(=O)c2ccccc2n(CC(=O)Nc2ccc3c(c2)OCO3)c1=O
→ 104	0.9
CC(=O)Nc1ccc2oc(C)nc2c1
→ 102	0.2

# Each structure is followed by: PV pol inh	PV pol inh FP z-score
CCCOC(=O)c1c(NC(=O)C2c3ccccc3Oc3ccccc32)sc2c1CCCC2
→ 103	-0.6
CCCC(=O)N1CCC(c2ccc(OC)cc2)=N1
→ 104	0.6
CCOC(=O)N/N=C/c1ccc2c(c1)OCCO2
→ 100	0
COCCN(C(=O)Nc1ccc(Cl)c(Cl)c1)C1CCN(C(C)C)CC1
→ 103	0.5
CCCCc1nnc(SCc2cc(=O)c3cc(F)ccc3[nH]2)n1C
→ 110	0.9
CC1CC1c1ccco1 (stereo not drawn)
→ 107	0.9
N#C/C(=C\C1CC=CCC1)c1nc2ccccc2[nH]1 (stereo not drawn)
→ 100	-0.5
Fc1c(F)c2c(c(F)c1Cl)Oc1ccccc1O2
→ 104	0.4
CCOC(=O)C1=C(C)N(C)C2(C)CC1c1ccccc1O2 (stereo not drawn)
→ 100	-0.4
Cn1c(=O)n(C)c2cc(N3CCOCC3)c(NS(=O)(=O)c3ccc(F)cc3)cc21
→ 105	0.1

# Each structure is followed by: PV pol inh	PV pol inh FP z-score
COc1cc(C(=O)OCc2cc(=O)n3nc(C(C)C)sc3n2)cc(OC)c1OC
→ 104	-0.4
CCN(Cc1ccccc1)C(=O)c1cc(-c2ccccc2)n[nH]1
→ 109	0.2
CCC(C)OC(=O)COc1ccc2c(=O)c(Oc3cc(C)ccc3C)coc2c1 (stereo not drawn)
→ 102	0
CC1CC(C)CN(C(=O)c2cc3ccc4cccnc4c3[nH]2)C1 (stereo not drawn)
→ 105	0.5
Cc1csc2nc(COc3ccc(NC(=O)COc4ccc(F)cc4)cc3)cc(=O)n12
→ 104	-0.9
COc1ccc(CCn2c(C)cc(C(=O)CSc3nnc(-c4cccnc4)n3C3CC3)c2C)cc1
→ 105	0.2
NC(=O)Cn1cnc2sc3c(c2c1=O)CCCC3
→ 102	0.2
COc1ccc(NC(=O)c2ccc(CN3C(=O)CCn4nc(C)cc43)cc2)c(OC)c1
→ 113	0.9
CC1CCCCN1C(=O)c1cc(-c2ccc(Br)cc2)on1 (stereo not drawn)
→ 105	0.3
CCOC(=O)c1ccoc1CN1c2cccc3cccc(c23)S1(=O)=O
→ 95	-1.3

# Each structure is followed by: PV pol inh	PV pol inh FP z-score
O=C(COc1ccc(Cl)cc1)NCc1ccc2[nH]c3c(c2c1)CCCC3
→ 103	0.7
CCCCn1nnnc1COC(=O)c1ccc(OCC(=O)N2CCOCC2)c(OC)c1
→ 108	0.6
COC(=O)CN1C(=O)CSc2ccc(S(=O)(=O)Nc3ccc(F)c(Cl)c3)cc21
→ 109	0.4
O=C(COc1ccc2ccccc2c1)NC1CC(=O)N(c2ccc(F)cc2)C1 (stereo not drawn)
→ 110	0.7
Cc1cc(Cl)ccc1NC(=O)CN1C(=O)COc2ccc(S(=O)(=O)Nc3ccccc3)cc21
→ 111	0.7
O=C(CC1CCCC1)OCCN1CCCC1=O
→ 101	-0.1
Cc1nnc(N2CCC(C(=O)NCCC(C)C)CC2)c2nn(-c3ccc(Cl)cc3)c(C)c12
→ 112	1.1
N#CC1=C(N)Oc2c(sc3ccccc23)C1c1ccccc1 (stereo not drawn)
→ 103	0.2
CCc1cccc(-n2c(=O)c3cccnc3n2CC(=O)NCc2ccc(C)cc2)c1
→ 108	0.1
Cc1noc(C)c1CSc1nc2ccccc2c(=O)n1CC1CCCO1 (stereo not drawn)
→ 100	-0.2

# Each structure is followed by: PV pol inh	PV pol inh FP z-score
CC(C)NC(=O)c1ccc(N2CCCC2=O)cc1
→ 104	0.9
CCCCSc1ncnc2sccc12
→ 106	0.4
O=C(N1CCN(Cc2ccc3c(c2)OCO3)CC1)N1c2ccccc2Sc2ccccc21
→ 101	-0.3
O=C(OCCOc1ccc(Cl)cc1)c1ccc(O)cc1O
→ 104	0.3
CN1CCN(C(=O)c2ccccc2C(=O)O)CC1
→ 101	-0.2
Cc1ccc(CNC(=O)c2ccc3nc(SCc4ccc(F)cc4)[nH]c3c2)cc1
→ 104	-1.8
Cn1cc(C2CC(=O)N(c3ccc(O)cc3)C2=O)c2ccccc21 (stereo not drawn)
→ 102	0
COc1cccc(/C=N/n2c(-c3ccco3)nc3ccccc3c2=O)c1
→ 103	0.2
Cn1cc(CCCC(=O)NCc2ccc(F)cc2)c2ccccc21
→ 112	0.9
Cc1cccc(NC(=O)CSc2nnc3c4ccccc4n(C)c3n2)c1
→ 107	0.8

# Each structure is followed by: PV pol inh	PV pol inh FP z-score
Cc1cc(=O)[nH]c(SCc2nc(-c3cccs3)no2)n1
→ 98	-2.2
COc1ccc(C(=O)Nc2ccc(OCc3cc(=O)n4ccsc4n3)cc2)cc1OC
→ 114	1.6
Cc1ccc(-n2ncc(C(=O)NCCc3ccsc3)c2C2CCN(C(=O)OC(C)(C)C)CC2)c(C)c1
→ 107	0.2
CCc1ccccc1NC(=O)Cn1cc(C(=O)c2ccncc2)c(=O)c2cc(C)ccc21
→ 107	0.2
COc1ccc(NC(=O)n2ncc3c(C)cccc32)cc1
→ 101	-0.3
CCc1ccccc1NC(=O)CC(C)S(=O)(=O)c1ccc2c(c1)NC(=O)CO2 (stereo not drawn)
→ 101	-1
O=C(O)CNC(=O)c1sc2ccccc2c1Cl
→ 100	-0.3
CCCN(CCC)C(=O)Cn1c(=O)n(CCC(=O)NCCc2ccccc2)c(=O)c2ccccc21
→ 100	0
Cc1ccccc1NC(=O)C(Cc1ccccc1)N1Cc2ccccc2C1=O (stereo not drawn)
→ 107	-0.1
CC(=O)c1ccc(N2CCN(C(=O)CS(=O)(=O)c3cccc4nsnc34)CC2)cc1
→ 106	-0.2

# These rows are one share of the data. The share of hits here may be higher or lower than overall.
